# Compound activity deposited in PubChem by Sanford-Burnham Center for Chemical Genomics.
# TAG inh = triacylglycerol accumulation inhibition; H9c2 cells, Nile Red lipid (TAG) fluorescence; cells loaded with 200 µM oleic acid; inhibition, % at 12.5 µM; 230,000 tested, 0.66% active;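 active = pattern-corrected inhibition of lipid staining of at least 50% with the nuclear-stain viability signal not falling by more than 50%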;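 also: 0% = DMSO wells and 100% = triacsin C control wells; some results filed as inactive read as strong as hits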
# TAG inh DAPI viability = recorded beside TAG inh, whose call it bears; DAPI nuclei signal change (viability), lower = more cytotoxic, %;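 whole-well DAPI fluorescence read on a plate reader as a viability signal; minus 50 percent equals half of cells still viable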
# * marks the source's active call; other numbers are inactive results.
# A first look (2 entries):
smiles	TAG inh	TAG inh DAPI viability
NC(=O)C1CCN(C2=C(Cl)C(=O)c3ccccc3C2=O)CC1	14.3	-15.5
COc1ccc(-c2cc(=O)oc3cc(OC(=O)C4CCCCC4)ccc23)cc1	8.7	-5.2

# The whole of this part, previewed entries included:
smiles	TAG inh	TAG inh DAPI viability
NC(=O)C1CCN(C2=C(Cl)C(=O)c3ccccc3C2=O)CC1	14.3	-15.5
COc1ccc(-c2cc(=O)oc3cc(OC(=O)C4CCCCC4)ccc23)cc1	8.7	-5.2
Brc1c(CSc2nncn2-c2ccccc2)nc2ncccn12	-14.8	10.2
Cc1cc(NC(=O)CCN2C(=O)/C(=C\c3ccccc3)SC2=S)no1	-2.0	0.6
Cc1ccc(S(=O)(=O)N2CCCC2C(=O)NCCc2ccccc2)cc1 (configuration not stated)	9.9	-9.2
Nn1c(COc2cccc(Br)c2)nnc1SCC(=O)NCC1CCCO1 (configuration not stated)	-1.3	-8.4
CCN(CC)CCOC(=O)c1cccc(Cl)c1	-10.9	10.4
O=C(COC(=O)c1ccc(Br)c(S(=O)(=O)N2CCOCC2)c1)NCC1CCCO1 (configuration not stated)	-24.8	-1.7
COC(=O)/C(=C\c1cc(OC)c(OC)c(OC)c1)c1nc2ccccc2[nH]1	-2.6	15.0
Cc1csc2c(N3CCN(S(=O)(=O)c4ccc(Cl)cc4)CC3)ncnc12	1.0	2.0

# One compound at a time, from the list above:
# `Cc1ccc(S(=O)(=O)N2CCCC2C(=O)NCCc2ccccc2)cc1` (configuration not stated) is listed as TAG inh: 9.9; TAG inh DAPI viability: -9.2
# `O=C(COC(=O)c1ccc(Br)c(S(=O)(=O)N2CCOCC2)c1)NCC1CCCO1` (configuration not stated) is listed as TAG inh: -24.8; TAG inh DAPI viability: -1.7
# `Cc1cc(NC(=O)CCN2C(=O)/C(=C\c3ccccc3)SC2=S)no1` is listed as TAG inh: -2.0; TAG inh DAPI viability: 0.6

# (next part)
smiles	TAG inh	TAG inh DAPI viability
COc1ccccc1C(C)NC(=O)CCOc1cccc(C)c1 (configuration not stated)	4.4	-3.1
Cc1cc(Cl)ccc1NC(=S)N1CCN(C(=O)c2ccco2)CC1	-2.7	5.1
COc1ccc(CN(C)C(=O)c2ccccc2Sc2ccccc2C#N)cc1OC	-0.3	0.2
O=C(CSc1nc2ccccc2o1)NC(=O)NCc1ccccc1	4.3	-6.8
O=C(NCC(=O)N1CCCCCCC1)c1ccc(Cl)cc1	8.6	-2.2
COc1cccc(NC(=O)CN(C)C(=O)c2cc3c(s2)CCCC3)c1	8.1	0.6
CC(=O)Nc1ccc(S(=O)(=O)N(C)CCOCc2ccccc2)cc1	-35.0	1.2
Cc1ccccc1S(=O)(=O)Nc1ncnc2sccc12	8.6	-4.5
Cc1cc(C)c(NC(=O)CS(=O)CC(=O)NC2CCCc3ccccc32)c(C)c1 (configuration not stated)	10.7	-9.0
C#C[C@]1(O)CC[C@H]2[C@@H]3CCc4cc(OC)ccc4[C@H]3CC[C@@]21C	-27.5	4.7

# Two entries drawn at random from those above, as already listed:
smiles	TAG inh	TAG inh DAPI viability
C#C[C@]1(O)CC[C@H]2[C@@H]3CCc4cc(OC)ccc4[C@H]3CC[C@@]21C	-27.5	4.7
COc1ccccc1C(C)NC(=O)CCOc1cccc(C)c1 (configuration not stated)	4.4	-3.1

# (continued)
smiles	TAG inh	TAG inh DAPI viability
Cc1cc(N)c(-n2cc3c(=O)n(C)c(=O)n(C)c3c2)cc1C	8.3	0.9
CN1CC(=O)N(CC(=O)Nc2ccc3c(c2)CCC3)C1=O	-12.7	6.0
CCOC(=O)c1cnc(N2CCOCC2)[nH]c1=O	7.0	-4.3
O=C1CC(Nc2ccccc2)C(=O)N1Cc1ccccc1 (configuration not stated)	-7.9	6.4
CC1(C(=O)Nc2ccc3[nH]ncc3c2)CCN1C(=O)CC(c1ccccc1)c1ccccc1 (configuration not stated)	-1.8	4.5
CC(C)n1c(SCC(=O)NC2CC2)nnc1-c1ccco1	11.2	-1.4
Cc1oc(CC(C)C)cc1C(N)=O	-6.5	-0.8
COCCN1C(=O)C(=O)/C(=C(/O)c2ccc(C)cc2)C1c1ccccn1 (configuration not stated)	1.9	7.4
Cc1[nH]c2ccc(F)cc2c1CCN(Cc1cccnc1)C(=S)Nc1ccccc1	3.1	6.4
COc1cccc(CC(NC(C)=O)C(=O)NC2CCN(c3nnnn3-c3ccccc3)CC2)c1 (configuration not stated)	-2.6	18.1
O=C(c1cc2ccccc2s1)N1CCOCC1	-4.8	-3.0
C=CCOc1cccn2c(N(C)C(=O)c3ccccc3F)c(CC)nc12	-1.8	-7.5
CCO[C@H]1OC(C(=O)Nc2ccccc2)=C[C@@H](C2CC2)[C@@H]1CCCO	-9.2	4.6
CC1CCc2c(sc3ncnc(NCc4cccnc4)c23)C1 (configuration not stated)	3.5	4.0
C/C(=N\NC(=O)NC1CCCCC1)c1ccc(OC(F)F)cc1OC(F)F	-23.8	11.1
CC(=O)CCc1oc2ccc(C)cc2c1-c1ccc(C)o1	1.7	2.6
C=CC[C@@H](CC(=O)N(CCO)Cc1ccccc1)C(=O)N[C@H](COC(=O)[C@@H](CC=C)Cc1ccc(F)cc1)C(C)(C)C	85.4*	-13.4*
O=C(/C=C/c1ccccc1)Nc1cccc(C(=O)O)c1	8.3	-11.5
COC(=O)c1sccc1S(=O)(=O)NC(C)c1cnn(-c2ccc(OC)cc2)c1C (configuration not stated)	-4.6	6.0
CCO[C@@H]1OC(C(=O)NCc2ccccc2)=C[C@H](C2CC2)[C@H]1CCCO	23.1	-5.4
O=C(C[C@H]1C/C=C\C[C@@H](Cc2ccc(F)cc2)C(=O)OC[C@@H]2CCCN2C1=O)NCCO	-4.9	-0.5
CC(NC(=O)c1cn(C)c2ccc(S(=O)(=O)N3CCCC3)cc2c1=O)c1ccc2c(c1)OCCO2 (configuration not stated)	25.6	-8.8
C=CCN(C(=O)CSc1nnnn1C)c1nc(-c2ccccc2)cs1	-8.8	-3.8
O=C(C[C@@H]1C/C=C/CCCC(=O)O[C@H](c2ccccc2)CNC1=O)NCCO	-3.7	-3.8
Cc1nnc(NC2=NCCC2)o1	-15.3	11.6
C=CCc1ccc(OCCn2cncn2)c(OC)c1	-2.0	-1.3
COc1ncnc2c1cnn2-c1ccccc1	10.1	-6.8
CC(=O)NCCNC(=O)C1(C)Cc2c(-c3cccc(C(N)=O)c3)ccnc2O1 (configuration not stated)	-1.6	2.6
Cc1cccc(CN(C)C[C@@H]2OCc3cnnn3CCCC(=O)N([C@H](C)CO)C[C@H]2C)c1	-11.1	7.1
CCOC(=O)C1CCN(CC(=O)Nc2c(C(=O)OC)[nH]c3ccc(Cl)cc23)CC1	22.8	1.9
COc1cc2c(C(=O)N3CCOCC3)c(CSc3ccccc3)n(C)c2cc1Br	20.9	-4.1
CCOC(=O)c1ccc(NC(=S)N2CCN(Cc3ccccc3)CC2)cc1	-6.4	8.9
CS(=O)(=O)c1ccc(-c2nnc(NC(=O)c3ccc(S(=O)(=O)N4CCCC4)cc3)o2)cc1	20.1	2.3
Cc1ccc(/C=N/NC(=O)Cc2ccc(Cl)cc2)c(O)c1	40.6	-16.2
COc1ccc(NC(=S)NCc2ccccn2)cc1OC	10.0	5.4
Cc1c(C(=O)N2CCN(C)CC2)oc2ccc(S(=O)(=O)N3CCOCC3)cc12	-21.6	10.9
COc1ccccc1NC(=O)C(=O)NNS(=O)(=O)c1ccc2ccccc2c1	2.8	7.1
COC(=O)c1c(C)[nH]c(C(=O)OCc2ccc(F)cc2)c1C	-70.4	6.2
O=C(NCCCN1CCCC1=O)c1cccc(N2CCCC2=O)c1	-6.3	1.5
Cc1sc2ncnc(SCC(=O)N(C)C3CCS(=O)(=O)C3)c2c1C (configuration not stated)	-5.5	8.2
Cc1ccc2c(c1)N(C(C)C(=O)NCc1ccccn1)C(=O)CO2 (configuration not stated)	-11.4	12.3
Cc1cc(OCC(O)CNC(C)c2ccccc2)ccc1C(C)C (configuration not stated)	8.2	5.1
c1ccc2nc(SCc3cn4ccccc4n3)cnc2c1	-0.3	7.6
Cc1ccc(OCCN(C)C(=O)CC2C(=O)NCCN2CC(C)(C)C)cc1 (configuration not stated)	-5.1	7.0
COC(=O)c1c(NC(NC(=O)C(C)(C)C)C(Cl)(Cl)Cl)sc2c1CCC2 (configuration not stated)	58.9*	8.4*
Cc1c(C(=O)/C=C/c2ccccc2F)c2cc(O)ccc2n1C	-16.2	-3.1
O=C(NC1CC1)c1cc(-c2ccc(Br)cc2)nc2ccccc12	-3.8	-0.8
CC(=O)Nc1sc2c(c1C#N)CCC2	8.1	11.2
NC(=O)CNc1ncc(C(F)(F)F)cc1Cl	-3.3	2.1
O=C(NCCc1cccc(Cl)c1)C1CCC(=O)N(Cc2ccc(Cl)cc2)C1 (configuration not stated)	15.6	7.1

# The results go on.
smiles	TAG inh	TAG inh DAPI viability
Cc1c(=O)n(OCc2ccccc2)c2ccccc2[n+]1[O-]	9.9	0.0
O=C(NCCc1cccnc1)C1CCC(=O)N(Cc2cccc(C(F)(F)F)c2)C1 (configuration not stated)	-8.7	-2.8
CN(Cc1ccccc1)C(=O)C1CCCN1S(=O)(=O)c1ccc2c(c1)n(C)c(=O)c(=O)n2C (configuration not stated)	-5.4	6.2
CCn1c(C)cc(/C=C2\NC(=O)N(CC(=O)Nc3cccc(C)c3)C2=O)c1C	6.6	-2.6
COc1ccccc1N(C)S(=O)(=O)c1ccc(C(=O)Nc2nnc(C)s2)cc1	-0.6	-0.7
Clc1ccc(NN(Cc2ccncc2)c2ccc(Cl)cc2)cc1	0.8	8.5
COc1cc(OC)c(C(=O)OCC(=O)Nc2cc(C)on2)cc1OC	7.5	-11.6
Cc1cccc(OCC(=O)NNC(=O)C2CCN(c3ncnc4sc(C)c(C)c34)CC2)c1	-2.6	0.8
CC/C(=N/OC(=O)c1cccc(C)c1)C(=O)c1cccs1	-5.1	-8.5
CCCS(=O)(=O)N1CCCC(C(=O)NCc2ccc3c(c2)OCO3)C1 (configuration not stated)	-9.4	2.3

# Quoted from the listing:
# CCCS(=O)(=O)N1CCCC(C(=O)NCc2ccc3c(c2)OCO3)C1 (configuration not stated) | TAG inh DAPI viability = 2.3
# O=C(NCCc1cccnc1)C1CCC(=O)N(Cc2cccc(C(F)(F)F)c2)C1 (configuration not stated) | TAG inh DAPI viability = -2.8

# Next results:
smiles	TAG inh	TAG inh DAPI viability
O=C(CCN1C(=O)/C(=C/c2ccc(F)cc2)SC1=S)NNC(=O)c1ccncc1	10.3	-2.0
COc1ccc(S(=O)(=O)N(C)C[C@H]2Oc3c(NC(=O)CCC(F)(F)F)cccc3C(=O)N([C@H](C)CO)C[C@@H]2C)cc1	-9.2	-5.0
Cc1cccc(C)c1OCC(=O)Nc1oc(-c2ccccc2)c(-c2ccccc2)c1C#N	5.1	4.2
O=C1CC(c2ccccc2)CC(=NCCO)/C1=C(\O)CCCN1C(=O)c2ccccc2C1=O (configuration not stated)	-7.6	-6.8
Cc1ccc(-c2nc(-c3ccccn3)sc2CC(=O)O)cc1	-3.4	-0.3
CCOP(=O)(OCC)C(C#N)=C1SCN(c2ccc(Cl)cc2)CS1	-9.8	11.1
CNS(=O)(=O)c1cc(S(=O)(=O)NC)c2cccc3c2c1NC3=O	11.4	-6.6
COc1ccccc1CNCc1ccc(OC)c2ccccc12	-8.4	9.5
Clc1ccc(-c2csc3ncnc(NCCN4CCOCC4)c23)cc1	-61.6	-8.2
Cc1cc(C)c(S(N)(=O)=O)c(C)c1N(C)S(=O)(=O)c1ccccc1	-11.7	-10.0
O=C(NCCCCNC(=O)c1ccccc1Cl)c1ccccc1Cl	0.1	-18.1
O=Cc1cccnc1SCc1ccccc1	4.1	-0.7
O=C1C(Cc2ccccc2)Nc2ncnc(N3CCN(c4ccccc4)CC3)c2N1Cc1ccccc1 (configuration not stated)	27.4	-10.4
COc1cccc(/C=N/n2c(-c3n[nH]c4c3CCC4)n[nH]c2=S)c1OC	6.7	-1.9
O=C1CC(c2ccncc2)c2cc3c(cc2N1)OCCO3 (configuration not stated)	4.7	-13.5
COc1ccc(CCNC(=O)c2ccc(NC(=O)CC3SC(N4CCCC4)=NC3=O)cc2)cc1 (configuration not stated)	-5.0	-6.6
Cc1cc(NC(=O)CN2CC(C)OC(C)C2)n(-c2nc3ccccc3s2)n1 (configuration not stated)	-22.2	-8.1
CCC(=O)Nc1ccc(C(=O)CN2C(=O)NC3(CCCCCC3)C2=O)cc1	-0.6	2.9
COc1ccc(Cl)cc1NS(=O)(=O)c1c(C)nc2sccn2c1=O	-8.8	-7.7
O=C(CCCN1C(=O)c2ccccc2C1=O)Nc1cccc(S(=O)(=O)NC2=NCCC2)c1	5.9	-12.7
CC(=O)c1ccc(NC(=O)CSc2nc3[nH]ncc3c(=O)[nH]2)cc1	-1.7	3.8
COc1cc(/C=N\NC(=O)C2COc3ccccc3O2)cc(OC)c1O (configuration not stated)	11.7	-3.6
CC(=O)Nc1ccc(Oc2cncc(Cl)c2)nc1	7.0	-9.1
CCCS(=O)(=O)NC(=O)C1(C)CCCN(C(=O)c2ccccc2OC(F)(F)F)C1 (configuration not stated)	2.2	-4.8
CCN(CC)CCCNC(=O)c1cn(CC)c2ccc(S(=O)(=O)N3CCc4ccccc4C3)cc2c1=O	4.6	3.3
CCCc1nc2c(c(=O)c3ccccc3n2C)c(=O)n1-c1ccc(F)cc1	4.2	5.6
Cc1ccc2c(c1)[C@H]1[C@H](CO2)[C@H](c2ccccc2)[C@]2(C)C(=O)Nc3ccc(Cl)cc3C(=O)N12	42.2	-23.5
Nn1c(SCC(=O)NCCN2C(=O)CSC2=O)nnc1-c1ccc(OC(F)F)cc1	-4.8	0.8
COCc1cccc(-c2csc(C(N)c3ccc(F)c(F)c3)n2)c1 (configuration not stated)	-12.4	-2.1

# A portion of the library. The share of hits here may be higher or lower than overall.
